# Assay outcomes as filed in PubChem.
# KB-3-1 tox – qHTS assay for MDR1-selective chemotherapeutics: Primary screen using the parental adenocarcinoma cell KB-3-1; KB-3-1 viability, CellTiter-Glo ATP luminescence, 72 h; Potency, µM (series often up to 46.1 µM), for the others: at the top dose activity change, negative = cytotoxic, actives largely listed as cytotoxic; 1.4% of 400,000 active; also: potency is read from the fitted curve at half-maximal effect; % is scaled to controls: 0 for no effect and ±100 for the full control effect; nearly all actives have a fitted effect of over 60% in size
#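 Screening of KB-3-1 cells (DMEM, 10% FBS, phenol-red free) ran from lowest to highest compound concentration; after 72 h at 37 °C viability was read luminescently and curves fitted.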
# IL1B secr inh – qHTS for Inhibitors of Inflammasome Signaling: IL-1-beta AlphaLISA Primary Screen; THP-1 LPS/ATP IL-1B secretion, AlphaLISA, 16 h; active compounds read low; activity change, % at 57.5 µM; 4.7% of 360,000 active; in the data active = activity change below about -50%; inconclusive = mostly about -30% to -49%; also: % is scaled to controls: 0 for no effect and ±100 for the full control effect
#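 THP-1 cells pretreated 1 hr with compounds (up to 57.5 uM final), then stimulated with LPS (250 ng/mL final) plus ATP (1.25 mM final); secreted IL-1B measured by AlphaLISA after 16 hr, decreased signal indicating inhibition.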
# HT1080NT lethal – qHTS for induction of synthetic lethality in tumor cells producing 2HG: qHTS for the HT-1080-NT fibrosarcoma cell line. 1.6% of 360,000 active. AID 686970, 2013. Potency, µM (series often up to 46.1 µM), without a hit: at the highest dose activity, negative = less viability, usual class: cytotoxic. HT-1080-NT fibrosarcoma viability, CellTiter-Glo ATP luminescence, 48 h;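 also: NT is the 2HG producing partner of a matched IDH1 knockdown line; potency is read from the fitted curve at half-maximal effect; 0% = DMSO-treated cells and -100% = media-only wells without cells; nearly all actives have a fitted effect of over 55% in size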
#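 Toxicity toward the 2HG-producing NT line was scored as %Activity, normalised to DMSO and no-cell wells, from CellTiter-Glo luminescence after 48 hours' treatment.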
# D3 ag – qHTS of D3 Dopamine Receptor Agonist: qHTS; D3R DiscoveRx beta-arrestin cells, luminescence, 90 min; max activation, %; 0.58% of 410,000 active; in the data active = max activation above about 30%; also: 0% is about no effect; mostly tested at two doses, the higher about 12 µM
# Target sequence (P35462 whole entry, looked up): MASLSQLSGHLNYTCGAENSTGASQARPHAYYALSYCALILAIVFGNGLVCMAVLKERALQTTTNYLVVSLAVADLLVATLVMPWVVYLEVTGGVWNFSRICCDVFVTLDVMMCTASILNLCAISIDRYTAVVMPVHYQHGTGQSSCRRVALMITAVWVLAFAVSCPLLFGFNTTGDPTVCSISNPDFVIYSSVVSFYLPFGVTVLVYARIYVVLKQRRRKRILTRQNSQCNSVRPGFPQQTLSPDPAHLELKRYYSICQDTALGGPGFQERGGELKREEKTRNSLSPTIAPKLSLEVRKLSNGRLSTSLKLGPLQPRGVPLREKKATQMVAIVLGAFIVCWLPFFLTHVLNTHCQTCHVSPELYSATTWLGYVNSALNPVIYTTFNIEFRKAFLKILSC
#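 Agonist mode: compounds and dopamine controls were applied to plated cells for 90 min at 37 degrees C after an overnight attachment at 1500 cells/well. Luminescent read-out followed 30 - 60 minutes at room temperature with DiscoveRx detection reagent.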
# KB-V1 MDR tox – qHTS assay for MDR1-selective chemotherapeutics: Primary screen using the drug-selected MDR subline cells KB-V1; KB-V1 MDR cells viability, CellTiter-Glo, 72 h; Potency, µM (doses to about 46.1 µM), inactives show top-dose activity change, negative = cytotoxicity, hits mostly cytotoxic; 3.4% of 400,000 active; also: potency is read from the fitted curve at half-maximal effect; % is scaled to controls: 0 for no effect and ±100 for the full control effect; nearly all actives have a fitted effect of over 60% in size
#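 qHTS viability screen in drug-selected KB-V1 MDR cells: 72 h compound treatment at 37 degrees C, ATP luminescence end point.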
# GLP1R cytotox – qHTS of GLP-1 Receptor Inverse Agonists: Cytotox Screen; Potency, µM (top dose mostly 38.3 µM), for inactives: top-dose activity change, negative = inhibition, most hits filed as inhibitors; 0.13% of 410,000 active; HEK293 cAMP-luciferase reporter cells, luminescence, 24 h;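 also: loss of luciferase light is scored as toxicity; potency is read from the fitted curve at half-maximal effect; % is scaled to controls: 0 for no effect and ±100 for the full control effect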
#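 Step one: seed cells (200 cells/uL, DMEM with 10% Nu serum, 1% pen-strep). Step two: 12-hour incubation at 37 deg C. Step three: pin 23 nL compound, incubate 24 hr. Step four: add luciferase reagent, read luminescence 12 min later.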
# HT1080 IDH1KD tx – qHTS for induction of synthetic lethality in tumor cells producing 2HG: qHTS for the HT-1080-IDH1KD cell line; 2% of 360,000 active; AID 686971, 2013; Potency, µM (series often up to 46.1 µM), for inactives: at the top dose activity, negative = toxicity, actives largely listed as cytotoxic; HT-1080 IDH1 knockdown viability, ATP luminescence, 48 h;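 also: potency is read from the fitted curve at half-maximal effect; 0% = DMSO wells and -100% = cell-free medium wells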
#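 Cytotoxicity counter-line: IDH1KD HT-1080, 48 h, CellTiter-Glo. Curves classed by r2, magnitude and activity.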
# MCF10A rereplic – A quantitative high throughput screen for small molecules that induce DNA re-replication in MCF 10a normal breast cells; MCF 10A DNA re-replication, Hoechst nuclear intensity, 48 h; Potency, µM (titrated, usually from 46.1 µM), for inactives: top-dose activity, positive = re-replication, usual class: activators; 2.9% of 350,000 active; also: potency is read from the fitted curve at half-maximal effect; % of control where 0% means no effect; nearly all actives have a fitted effect of over 50% in size
# SW480 rereplic – A quantitative high throughput screen for small molecules that induce DNA re-replication in SW480 colon adenocarcinoma cells | SW480 DNA re-replication, Hoechst DNA content imaging, 48 h | Potency, µM (top dose mostly 46.1 µM), inactives show at the highest dose re-replication activation, most hits filed as activators | 1.8% of 340,000 active | AID 624297, 2012; also: potency is read from the fitted curve at half-maximal effect; % of control where 0% means no effect; nearly all actives have a fitted effect of over 55% in size
#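 DNA re-replication was detected as more nuclei of elevated Hoechst intensity after 48 hr exposure to compound (23 nL pinned per well of 250 cells).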
# Active calls of the source: *; ? = inconclusive; nt = no result given; [ ] = remark or other dose. Unless noted, calls follow the shape of the dose curve; as a rule, active = well fitted curve in the direction sought with a large enough effect; inconclusive = small, poorly fitted or top-dose-only effect, or another doubt; inactive = no such curve, though single readings can be large; an effect the other way counts as inactive or inconclusive. Not a hit list, and some 11% of all compounds hit somewhere here.
SMILES,KB-3-1 tox,IL1B secr inh,HT1080NT lethal,D3 ag,KB-V1 MDR tox,GLP1R cytotox,HT1080 IDH1KD tx,MCF10A rereplic,SW480 rereplic
Cc1cc(C(C)(C)C)ccc1OCC(=O)N/N=C\c1c(C)n(C)n(-c2ccccc2)c1=O,?,7.7,0.0%,-15.9,-1.3%,3.7%,2.3%,18.3%,-7.7%
COc1cccc(NC(=O)Nc2ccc(Cc3ccncc3)cc2)c1,?,?,1.5%,-1.0,-2.3%,-1.4%,-3.5%,?,-3.1%
COc1ccccc1NC(=S)N1CCNC(=O)C1CC(=O)Nc1cccc(C)c1 (configuration not stated),0.7%,-13.9,-10.8%,-9.9,?,6.2%,-2.8%,-1.6%,-2.5%
CSCCC(=O)N1CCCC(CNC(=O)c2ccccc2Cl)C1 (configuration not stated),12.4%,27.1,-2.3%,-6.4,-16.0%,9.8%,17.6%,-18.2%,240.8%
COc1ccc(O)c(C(=O)c2cc(C#N)c(=O)n(-c3ccc(Cl)cc3)c2)c1,2.9%,27.8,4.6%,10.5,-9.5%,-12.4%,0.7%,3.8%,-1.6%
COc1ccccc1N1CCN(CC(=O)Nc2ccnn2C2CCCC2)CC1,-5.9%,1.8,8.8%,-5.8,-4.7%,-9.1%,7.4%,2.6%,-3.7%
CCOC(=O)C(Sc1nnc(-c2ccncc2)o1)C(C)=O (configuration not stated),-7.9%,-1.7,-0.2%,-2.9,-32.7%,10.1%,1.4%,2.6%,?
N#Cc1ccc(C23CC4(C2)[C@H](CN(Cc2cccnc2)[C@@H]4c2ccccc2)C3c2ccccc2)cc1 (some centres not stated),?,15.0,-29.4%,-3.8,?,2.3%,?,?,-0.3%
O=C(Nc1ccncc1)C1CCN(S(=O)(=O)c2ccccc2C(F)(F)F)CC1,nt,21.5,-17.0%,-19.3,nt,16.7%,-22.9%,?,-5.9%
CCN1CCCC1CNCc1ccc(Cl)cc1Cl (configuration not stated),-13.5%,-9.3,-0.3%,-11.4,2.5%,5.3%,-4.8%,?,-0.3%
Cc1ccc(NC(=O)/C(=C\c2cccc(Br)c2)NC(=O)c2ccco2)cc1,0.7%,-2.1,-8.7%,-9.9,-15.6%,-6.0%,5.9%,-8.0%,16.1%
CCCCCC/C(=N\NS(C)(=O)=O)c1ccccc1,-3.5%,-27.1,-13.1%,4.3,5.0%,-0.3%,-10.4%,0.1%,-2.2%
Cc1ccc(CNC(=O)C2CCC(CNc3c(N4CCOCC4)c(=O)c3=O)CC2)cc1 (configuration not stated),0.0%,11.3,18.1%,4.2,?,-8.0%,9.9%,1.6%,-17.4%
CC(NC(=O)c1cccnc1)C(c1cccs1)N1CCOCC1 (configuration not stated),-16.4%,-9.4,5.5%,2.4,-25.8%,-4.1%,13.7%,-4.2%,-9.8%
Cc1ccc(C)c(C(=O)CN2C(=O)NC3(CCCCCC3)C2=O)c1,-4.5%,-7.6,7.5%,-6.3,-0.5%,4.3%,4.2%,4.3%,0.7%
CCOc1ccc(NC(=O)NCC2CCN(Cc3ccc(F)cc3)CC2)cc1,13.8%,-28.3,-1.9%,-7.0,-9.6%,-4.5%,2.9%,2.8%,-0.1%
Nc1ccc(Oc2c(Cl)cccc2Cl)nc1,2.1%,14.9,11.7%,3.1,5.6%,-27.1%,1.3%,1.0%,-6.1%
COCCNC(=O)C1(C)CCCN(C(=O)c2cccc(C(F)(F)F)c2)C1 (configuration not stated),0.0%,21.1,11.8%,-5.8,-2.0%,4.7%,0.5%,nt,nt
COc1ccc(-c2[nH][nH]c(=O)c2NC(=O)c2ccccc2Br)cc1,-0.2%,6.1,17.7%,-5.6,0.0%,0.9%,15.5%,nt,nt
O=C1[C@@H]2[C@@H]3C[C@@H]([C@H]4ON=C(c5ccc(Cl)cc5Cl)[C@@H]34)[C@@H]2C(=O)N1C1CCCCC1,-18.6%,-55.4*,-22.6%,-1.3,?,13.1%,-20.9%,?,2.5%
O=C(CNC(=O)c1ccc(Br)o1)NNC(=O)c1ccccc1,-0.4%,12.3,-2.3%,8.9,-1.6%,30.9%,-1.1%,6.3%,-7.3%
O=C(c1ccc2c(c1)OCCCO2)c1cccs1,4.5%,-2.5,2.4%,-5.6,-8.2%,4.4%,2.7%,-2.3%,-10.9%
Cc1cccc(N2CC(c3nc4ccccc4n3C)CC2=O)c1C (configuration not stated),-9.7%,-18.4,15.9%,-6.7,-12.8%,0.0%,-0.6%,11.6%,-4.9%
Nc1c(C(=O)Nc2cccc(C(F)(F)F)c2)c2ccccn2c1C(=O)c1ccccc1,7.2%,nt,nt,-13.3,-1.2%,-0.4%,nt,nt,nt
CCCS(=O)(=O)NC(=O)C1(C)CCN1C(=O)Cc1ccc(Cl)cc1Cl (configuration not stated),6.5%,-5.7,17.3%,0.9,-1.8%,-0.8%,?,nt,nt

# Structures listed so far that have a thiophene ring, fused or not:
SMILES,KB-3-1 tox,IL1B secr inh,HT1080NT lethal,D3 ag,KB-V1 MDR tox,GLP1R cytotox,HT1080 IDH1KD tx,MCF10A rereplic,SW480 rereplic
CC(NC(=O)c1cccnc1)C(c1cccs1)N1CCOCC1 (configuration not stated),-16.4%,-9.4,5.5%,2.4,-25.8%,-4.1%,13.7%,-4.2%,-9.8%
O=C(c1ccc2c(c1)OCCCO2)c1cccs1,4.5%,-2.5,2.4%,-5.6,-8.2%,4.4%,2.7%,-2.3%,-10.9%

# Next part.
SMILES,KB-3-1 tox,IL1B secr inh,HT1080NT lethal,D3 ag,KB-V1 MDR tox,GLP1R cytotox,HT1080 IDH1KD tx,MCF10A rereplic,SW480 rereplic
O=C(COc1ccc(Cl)cc1Cl)NCCN1CCCCC1,-28.8%,-5.1,-1.2%,-16.7,-17.0%,2.2%,-5.2%,nt,nt
Cn1c(=O)n(C)c2cc(NS(=O)(=O)c3ccc(Cl)s3)ccc21,-18.2%,?,?,1.5,-29.3%,-7.9%,1.8%,?,-1.4%
CCOC(=O)N1CCC(NC(=O)CN(c2ccc(C(C)C)cc2)S(=O)(=O)c2c(C)nn(C)c2C)CC1,?,4.1,2.4%,4.7,14.0%,-3.3%,10.3%,6.3%,-1.3%
Cc1cc2c3c(c1)C1(SCC(=O)N1c1ccc(F)cc1)C(=O)N3C(C)(C)CC2C (configuration not stated),?,-0.4,0.8%,2.0,?,6.4%,1.4%,1.0%,9.6%
CCCCn1c(N)c(N(CC(C)C)C(=O)C2CCN(S(=O)(=O)c3ccc(C)cc3C)CC2)c(=O)[nH]c1=O,5.7%,-17.5,-4.2%,-8.3,0.1%,13.2%,-9.6%,6.9%,5.2%
CC1=C(C(=O)OCCC#N)C(c2cc3c(cc2Br)OCO3)NC(=O)N1 (configuration not stated),-3.6%,-19.2,-1.8%,-5.2,?,-3.3%,-2.0%,-8.4%,1.4%
COc1cccc(/C=N/NC(=O)CNC(=O)COc2ccccc2)c1O,-19.6%,180.4,?,24.6,-2.8%,-15.7%,?,6.0%,3.26µM*
O=C(NC(=S)Nc1ccccc1O)c1ccc(-c2ccc(Cl)cc2)o1,?,-1.3,?,-14.9,-20.3%,-11.2%,?,16.4µM*,13.8%
CN(C1CCCCC1)S(=O)(=O)c1ccc(SCC(=O)NC(C)(C)C)nc1,-22.1%,0.0,1.5%,-13.0,?,3.3%,-11.4%,17.1%,6.1%
O=C(Nc1ncccn1)C1CCCCC1,-3.4%,6.0,9.5%,14.8,16.0%,-17.9%,15.2%,?,-41.2%[inhibitor]
COc1cccc(CNC(=O)C2CCN(Cc3cc4ccccc4n3Cc3ccccc3)CC2)c1OC,?,nt,nt,-13.5,-12.6%,1.3%,nt,nt,nt
CC(=O)n1c2c(c3ccccc31)OC(N)=C(C#N)C2c1ccc(C(C)C)cc1 (configuration not stated),-5.0%,?,?,-2.5,?,5.2%,?,0.0%,2.9%
CCCNC(=O)C1(C)CCCN(C(=O)c2cc(F)cc(F)c2)C1 (configuration not stated),0.0%,21.5,1.7%,-26.6,3.3%,1.7%,9.4%,nt,nt
O=C1NC[C@H](CC2CCCCC2)N(CCC23CC4CC(CC(C4)C2)C3)C1=O,-3.8%,-2.1,0.5%,-9.6,-23.3%,1.1%,21.9%,nt,nt
CCOC(=O)[C@]12CCC=C1N(Cc1cccc3ccccc13)C(=O)[C@H](CC(=O)NCc1ccccc1)C2,-2.7%,0.0,-12.5%,1.8,?,-2.7%,-26.3%,nt,nt
O=C(COc1ccc(-c2nnco2)cc1)N1CCN(S(=O)(=O)c2ccc3ccccc3c2)CC1,6.7%,-21.7,3.4%,3.6,1.9%,-5.1%,0.2%,0.6%,3.1%
CC(C)(C)C(=O)Nc1nc(-c2ccccc2)ns1,?,-26.0,-25.2%,-21.0,14.6µM*,1.1%,-18.6%,?,-5.9%
CCOc1ccc(Oc2nc(NCC(C)C)nc(N3CCOCC3)n2)nn1,-4.9%,nt,nt,2.4,-2.0%,-2.8%,nt,nt,nt
COc1ccccc1C(=O)NCC1CCN(c2ccc(S(=O)(=O)N3CCOCC3)cc2)CC1,-26.4%,-3.4,-9.1%,9.4,14.6µM*,6.2%,-24.1%,6.51µM*,1.8%
O=C(NN1C(=O)NC2(CCCCC2)C1=O)c1ccc(-c2ccc(Cl)cc2)o1,3.1%,-22.7,-1.7%,-1.6,?,-26.5%,0.6%,14.4%,-2.8%

# Quoted from the results shown for reference:
SMILES,KB-3-1 tox,IL1B secr inh,HT1080NT lethal,D3 ag,KB-V1 MDR tox,GLP1R cytotox,HT1080 IDH1KD tx,MCF10A rereplic,SW480 rereplic
Cc1cc(C(C)(C)C)ccc1OCC(=O)N/N=C\c1c(C)n(C)n(-c2ccccc2)c1=O,?,7.7,0.0%,-15.9,-1.3%,3.7%,2.3%,18.3%,-7.7%
COc1cccc(NC(=O)Nc2ccc(Cc3ccncc3)cc2)c1,?,?,1.5%,-1.0,-2.3%,-1.4%,-3.5%,?,-3.1%
